High-throughput results (PubChem BioAssay)
Lipid droplet = hepatic lipid droplet formation modulation | AML12 mouse hepatocytes, oleate lipid droplets, BODIPY imaging | inhibition, % at 6.5 µM | 240,000 compounds, 0.4% hits | AID 1656;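 active means lipid droplet intensity inhibited by at least 50%, with more than 500 cells counted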
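Assay system: AML12 mouse liver cells | Compound: 6.5 µM single-point dosing | Schedule: Overnight exposure | Technique: Fluorescence imaging, 20x objective, two fields per well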
WT yeast gro inh = growth inhibition of WT yeast, mitochondrial fusion screen. mitochondrial fusion phenotypic screen, WT strain. inhibition, % at 10 µM. 190,000 compounds, 2.1% hits. AID 1362; in the data active means inhibition above about 58%; tested in S. cerevisiae
human PMI inhibitors = MPI inhibition at elevated mannose 6-phosphate – biochemical, fluorescence intensity, high mannose 6-phosphate, primary screen (AID 1220) | recombinant PMI enzyme, coupled fluorescence intensity; higher % means a stronger effect | inhibition, % at 20 µM; hits with a dose series show IC50 in µM | 190,000 compounds, 0.66% hits
TNAP activation fold = stimulation of alkaline phosphatase TNAP activity – biochemical, luminescent, no phosphate acceptor, uHTS, primary screen (AID 1001); purified TNAP, luminescent activation assay, no phosphate acceptor; higher activation fold means a stronger effect; 200,000 compounds, 0.03% hits; activation fold at 20 µM, or EC50 in µM where a hit was titrated; in the data active means activation fold from about 3, or a potency from the dose series; inactive means the rest, 99 in 100 with activation fold below about 1.6; further: many of its hits are not listed in these tables
P. falciparum M1AAP = P. falciparum M1AAP inhibitors, biochemical, fluorogenic H-Leu-NHMec substrate, 1536-well (AID 1445) | recombinant M1AAP, H-Leu-NHMec fluorogenic kinetic assay; higher % means a stronger effect | inhibition, % at 30 µM, or IC50 in µM where a hit was titrated | 220,000 compounds, 0.42% hits;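 active means primary inhibition above the hit cutoff, then over 50% inhibition at one or more dose response concentrations, cut at about 23% in these data, passing the limit was not always enough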;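 further: plate controls were DMSO full reaction for no effect and no enzyme background for full effect; strong numbers were not always called active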
Myeloid diff 2 = compounds promoting myeloid differentiation; 360,000 compounds, 1% hits; ER-HoxA9 myeloid progenitors, lysozyme-GFP differentiation, flow cytometry; calls only at 10 µM;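 active means normalized GFP-positive differentiation at or above the plate's own cutoff, the solvent-only control mean plus 3 SD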;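 further: cells exposed to compound for four days before flow analysis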
K1F lysis inhibition = protection from phage-mediated lysis, alamar blue read-out – E. coli UTI89, K1F phage, bacterial capsule biogenesis inhibitors (AID 488966); one-dose inhibition, % at 100 µM; IC50 in µM for titrated hits; E. coli UTI89 K1F phage lysis, alamar blue, 2 h; higher % means a stronger effect; 340,000 compounds, 0.02% hits;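 active means phage lysis inhibition, versus mean bacterial control, above a set limit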;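 further: capsule biogenesis inhibitors block K1F phage lysis so surviving cells raise fluorescence; higher fluorescence means more inhibition of phage lysis; actives were called in the ten point dose series up to 300 µM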
human PMI inhibition = MPI enzyme activity inhibition – biochemical, fluorescence intensity, coupled assay, primary screen (AID 1209); purified PMI enzyme, coupled fluorescence intensity; higher % means a stronger effect; one-dose inhibition, % at 20 µM; IC50 in µM for titrated hits; 190,000 compounds, 0.42% hits;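 further: plate controls were DMSO vehicle for no effect and wells lacking substrate for full effect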
CSM14.1 death rescue = protection against thapsigargin-triggered cell killing – 384-well, CSM14.1, ATP luminescence, primary screen (AID 1222); CSM14.1 thapsigargin-induced death rescue, ATP luminescence; higher % means a stronger effect; one-dose cellular ATP content (survival), % at 20 µM; EC50 in µM for titrated hits; 190,000 tested, under 10 active;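 active means EC50 below 50 µM in the dose-response confirmation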;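 further: death triggered by thapsigargin at about 15 µM added after 2 h compound pretreatment; cell ATP read after overnight thapsigargin exposure of roughly 18 to 22 hours; normalized against plate controls of thapsigargin alone and 5% DMSO vehicle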
WT yeast gro inh mutant strain = further read-out of WT yeast gro inh, marked with its call; inhibition, %; mitochondrial fusion phenotypic screen, mutant strain inhibition
Lipid droplet cells 6.5 µM = second read-out of Lipid droplet, no call of its own (marks repeat the call); cell count; measured here: cell count, cytotoxicity flag;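 cells counted across two imaged fields per well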
Myeloid diff 2 GFP+ MAC1+ % = also measured in Myeloid diff 2; calls as there; GFP+ MAC1+ double positive, %; measured here: differentiation confirmed by MAC1 staining
* hit, by the source's call; i = inactive; . = no result given; [ ] = dose if it differs, or a comment. Unless noted, no stated cut-off is given here; in the data, active means inhibition above about 50%; inactive means the rest.

Preview:
SMILES	Lipid droplet	Lipid droplet cells 6.5 µM	WT yeast gro inh	WT yeast gro inh mutant strain	human PMI inhibitors	TNAP activation fold	P. falciparum M1AAP	Myeloid diff 2	Myeloid diff 2 GFP+ MAC1+ %	K1F lysis inhibition	human PMI inhibition	CSM14.1 death rescue
CC(C)CCNC(=O)NC(=O)COC(=O)/C=C/c1cc(Br)ccc1F	2	716	-5	5	-4%	1.1	1%	i	0.5	-0.9%	-7%	-2.3%
Cc1cc(O)c(C(C)C)cc1NC(=O)c1cccc(Cl)c1	.	.	4	-9	3%	1.1	1%	i	0.7	1.0%	3%	-1.3%
COc1ccccc1CC(NC(C)=O)C(=O)N1CCN(C(=O)c2cccs2)CC1 (stereo unspecified)	11	741	-4	-4	-6%	1	2%	i	0.6	-0.1%	-3%	-2.0%
Cc1ccc(S(=O)(=O)N2CCOCC2)cc1NC(=O)COC(=O)c1ccc2c(c1)OCCO2	36	711	-18	15	7%	1	12%	i	0.3	0.3%	6%	-1.6%

Results, repeating the preview:
SMILES	Lipid droplet	Lipid droplet cells 6.5 µM	WT yeast gro inh	WT yeast gro inh mutant strain	human PMI inhibitors	TNAP activation fold	P. falciparum M1AAP	Myeloid diff 2	Myeloid diff 2 GFP+ MAC1+ %	K1F lysis inhibition	human PMI inhibition	CSM14.1 death rescue
CC(C)CCNC(=O)NC(=O)COC(=O)/C=C/c1cc(Br)ccc1F	2	716	-5	5	-4%	1.1	1%	i	0.5	-0.9%	-7%	-2.3%
Cc1cc(O)c(C(C)C)cc1NC(=O)c1cccc(Cl)c1	.	.	4	-9	3%	1.1	1%	i	0.7	1.0%	3%	-1.3%
COc1ccccc1CC(NC(C)=O)C(=O)N1CCN(C(=O)c2cccs2)CC1 (stereo unspecified)	11	741	-4	-4	-6%	1	2%	i	0.6	-0.1%	-3%	-2.0%
Cc1ccc(S(=O)(=O)N2CCOCC2)cc1NC(=O)COC(=O)c1ccc2c(c1)OCCO2	36	711	-18	15	7%	1	12%	i	0.3	0.3%	6%	-1.6%
COC(=O)c1ccc2c(=O)[nH]c(CCl)nc2c1	-1	731	-19	-17	-10%	1.1	1%	i	0.9	0.4%	-24%	3.0%
CO/N=C(/CNC(=O)c1ccccc1Cl)c1ccc(Cl)cc1	.	.	11	-7	5%	1.1	6%	i	3.3	-0.1%	4%	-0.5%
O=C(Cc1ccccc1)N1CCN(c2ncccn2)CC1	10	685	-3	4	1%	1.1	-1%	i	1.0	0.1%	-4%	-8.8%
COc1ccc(C2Nc3ccccc3C(=O)N2c2ccc(C)cc2)cc1Cn1nc(C)c([N+](=O)[O-])c1C (stereo unspecified)	.	.	-2	-2	11%	1.1	1%	i	2.6	3.5%	13%	-1.7%
CCOC(=O)Nc1sc(C(=O)N(CC)CC)c(C)c1C(=O)OCC	-1	669	7	4	9%	1.1	9%	i	0.4	0.8%	4%	0.0%
COc1ccc(CNC(=O)Cn2ncn3c(cc4ccccc43)c2=O)cc1	-4	728	.	.	.	.	1%	i	0.3	0.0%	.	.
Cc1ccc2c(c1)nnn2C1CCN(S(=O)(=O)c2cccc(S(=O)(=O)N(C)C)c2)CC1	5	844	21	9	-9%	1	2%	i	0.4	0.3%	4%	-0.2%
COc1ccc2ccccc2c1/C=N/NC(=O)c1sc(N)c(C#N)c1C	-8	634	22	-1	12%	1.1	5%	i	2.3	1.3%[50 µM]	13%	-2.6%
CC1CC(C)CN(CCCNC(=O)c2cn(C)c3ccc(S(=O)(=O)N4CCCC4)cc3c2=O)C1 (stereo unspecified)	-9	730	.	.	.	.	7%	i	0.0	0.5%	.	.
O=C(NN1C(=O)C2C3C=CC(O3)C2C1=O)c1cccc(O)c1 (stereo unspecified)	7	653	-26	1	-18%	1	7%	i	1.4	0.7%[50 µM]	9%	-2.3%
CCOC(=O)C(NCc1ccc(OC)cc1)(NC(C)=O)C(F)(F)F (stereo unspecified)	2	768	-14	-17	2%	1.1	0%	i	0.3	2.3%	-1%	6.9%
O=C(NCCCN1CCN(Cc2ccccc2)CC1)C1CCN(S(=O)(=O)N2CCC3(CC2)OCCO3)CC1	18	712	10	4	-3%	1.1	4%	i	0.0	-1.3%	-3%	-0.9%
CN(C)CCCN(C(=O)c1sc2ccccc2c1Cl)c1nc2ccc(F)cc2s1	2	633	64*	45*	-7%	1.1	1%	i	0.9	-2.3%[50 µM]	-12%	-1.6%
CN=C(Nc1ccc2c(c1)OCO2)SC1CC(=O)N(c2ccccc2)C1=O (stereo unspecified)	2	727	-5	-10	-9%	1.1	-2%	i	0.4	0.0%	-8%	-2.6%
CCOc1ncccc1C(=O)NCc1ccc(C)cc1	5	682	-8	-11	2%	1	4%	i	0.2	7.1%	8%	2.8%
COCCn1nnnc1SCC(=O)c1ccc(F)cc1	12	712	-11	-3	-22%	1.1	4%	i	0.9	1.9%	-21%	-2.1%
O=C(CCCC(=O)N(c1ccc2c(c1)OCCO2)C(C(=O)NC1CCCCC1)c1ccc(F)cc1)Nc1ccccn1 (stereo unspecified)	.	.	20	14	14%	1	6%	i	2.4	3.7%	15%	-0.3%
O=C(CN(c1cccc([N+](=O)[O-])c1)S(=O)(=O)c1ccccc1)N(Cc1ccccc1)Cc1ccccc1	4	669	13	21	4%	1	2%	i	0.4	2.4%[50 µM]	12%	-1.2%
Cc1ccc(CN2CCN(CC(=O)O)C2=O)cc1	11	693	7	-10	-1%	1.1	14%	i	0.3	1.0%	-7%	0.4%
COc1ccccc1NC(=O)O/N=C(\N)c1ccccc1	0	666	.	.	.	.	-5%	i	0.4	0.1%	.	.
COc1ccc(C(=O)c2ccccc2Cl)cc1	-2	789	-12	22	4%	1.2	-5%	i	0.9	0.0%	7%	-0.7%
CC(C)c1ncc(S(=O)(=O)c2ccc(C(F)(F)F)cn2)c(N)n1	-5	713	.	.	.	.	0%	i	1.1	1.1%	.	.
O=C(NNC1CC(=O)N(c2ccccc2)C1=O)c1cccnc1 (stereo unspecified)	-4	677	.	.	.	.	4%	i	0.8	-0.5%	.	.
N=c1n(CCN2CCCCC2)c2ccccc2n1CC(O)COc1ccccc1 (stereo unspecified)	.	.	-21	-7	-3%	1.1	2%	i	1.0	0.3%	-7%	-1.5%
CCCc1nc(N2CCN(C)CC2)c2sc(=S)n(-c3ccccc3)c2n1	-9	596	15	13	11%	1.1	6%	i	6.5	1.2%	10%	.
Cc1nc(-c2ccccc2)ccc1C(=O)O	-6	689	9	18	0%	1.1	-2%	i	1.7	-0.1%	1%	-0.1%
COCCNC(=O)C(=O)Nc1ccc(Br)cc1	-16	705	-10	6	3%	1.1	9%	i	5.5	0.0%	4%	-2.3%
O=C(N/N=C/c1ccccn1)C(O)c1ccccc1 (stereo unspecified)	3	700	.	.	.	.	0%	i	0.6	-0.6%	.	.
COc1ccc(CCN2CC(C(=O)NCCc3ccccc3)CC2=O)cc1OC (stereo unspecified)	-3	810	1	-15	-6%	1.1	-2%	i	0.2	0.1%	-2%	-0.5%
COc1ccc([N+](=O)[O-])cc1NC(=O)c1ccccc1SC	-4	636	-10	-10	5%	1.1	3%	i	0.9	0.1%	2%	1.6%
COc1ccc2nc(SC(C(=O)c3ccccc3)c3ccccc3)nc(C)c2c1 (stereo unspecified)	-8	351	0	-13	-5%	1.1	4%	i	0.6	0.2%	13%	0.1%
COc1cc(OC)cc(C(=O)N2CCN(S(C)(=O)=O)CC2)c1	8	769	-4	-3	-1%	1.1	4%	i	1.4	-1.2%	14%	-0.5%
COc1cccc(OCCNC(=O)c2cccc(OC)c2)c1	15	710	-6	-1	3%	1	9%	i	0.4	0.0%	-4%	-0.4%
Cc1ccccc1-n1nnnc1SC1CCOC1=O (stereo unspecified)	.	.	14	23	-9%	1.1	6%	i	0.3	0.3%	-9%	.
COc1ccc(C2=NN(C(=O)CSc3nc4ncc(Cl)cc4[nH]3)C(c3ccco3)C2)cc1 (stereo unspecified)	17	677	27	-1	5%	0.9	1%	i	0.6	0.2%	-1%	2.1%
COc1cccc(NC(=O)N2CCCc3ccccc32)c1	0	682	8	0	5%	1.1	13%	i	0.2	0.1%	3%	0.6%
COc1cc2[nH]c(=O)n(CCC(=O)N3CC=C(c4ccccc4)CC3)c(=O)c2cc1OC	-1	772	30	24	9%	1	4%	i	0.8	0.2%	15%	-0.3%
CCC(=O)N(c1ccc(C(=O)O)cc1)c1nc(-c2ccc(OC)cc2)c(C)s1	28	726	-1	-15	-3%	1.1	11%	i	0.3	-0.6%	0%	-0.2%
CCOC(=O)COc1ccc(S(=O)(=O)N2CCN(c3ccccc3)CC2)cc1	-4	696	11	31	10%	1.1	5%	i	0.3	1.3%[50 µM]	7%	-1.5%
Cc1c(-c2ccc(F)cc2)[n+](=O)c2c(n1[O-])CCCCC2	2	722	-7	-7	-10%	1.1	5%	i	0.7	-3.9%	-10%	-2.4%
CC1CCC(C(C)C)C(OC(=O)CSc2nnc(N)s2)C1 (stereo unspecified)	.	.	-16	11	1%	1	15%	i	0.2	0.2%	0%	-0.5%
COc1ccc(S(=O)(=O)N2CCCCC2)cc1NC(=S)Nc1cccc(Cl)c1C	-18	635	35	13	8%	1	1%	i	0.3	1.2%[50 µM]	2%	3.1%
COc1ccc(/C=C\c2cc(OC)c(OC)cc2CC[N+](C)(C)C)cc1OC	7	615	-12	-3	23%	1.1	10%	i	0.2	0.5%	22%	-1.2%
ONC(=Nc1cccc(C(F)(F)F)c1)c1cccnc1	-5	727	.	.	.	.	6%	i	0.4	0.6%	.	.
O=C(NCN1C(=O)C2C3C=CC(C3)C2C1=O)Nc1nncs1 (stereo unspecified)	-15	771	-17	-11	-10%	1.1	6%	i	1.1	0.3%	-14%	-2.9%
Cc1ccc(NC(=O)CN(C)C(=O)CCOc2ccccc2C)cc1	-1	670	-1	-18	17%	1	1%	i	0.2	2.6%[50 µM]	20%	-0.9%
CSc1nc(C)c(C(=O)C[n+]2ccccc2)cc1C#N	-4	720	.	.	.	.	0%	i	0.2	0.4%	.	.
COC(=O)c1cn(C(=O)c2ccc(C)cc2)c2ccccc12	13	744	1	-6	12%	1.1	.	i	0.7	0.0%	13%	-4.1%
COc1ccc(/C(O)=C/Sc2nnc(Cc3ccccc3)o2)cc1	-20	743	18	31	13%	1.1	0%	i	0.7	4.5%	12%	3.1%
O=S(=O)(Nc1ccc(Cc2ccncc2)cc1)c1ccc(Cl)s1	8	668	0	8	-16%	1.1	1%	i	0.7	4.3%	-17%	-2.3%
